Source: PubChem BioAssay
PvdQ acylase: P. aeruginosa PvdQ acylase inhibitors, primary screen, biochemical, fluorescence, plate reader and imaging, single point | AID 488965, 2010 | PvdQ acylase [Pseudomonas aeruginosa LESB58] | inhibition, % at 10 µM | purified PvdQ acylase | 340,000 tested, 0.063% active; in the data active = inhibition above about 30%, passing the limit was not always enough;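 note: 0% = vehicle neutral wells and 100% = reference inhibitor wells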
phage Ecoli inh: growth loss of phage-infected E. coli, primary screen, RecBCD inhibitor project, absorbance, with phage, HTS; inhibition, % at 11.9 µM; 360,000 tested, 0.26% active; AID 651602, 2012; in the data active = inhibition above about 11%
DAGLB inh: DAGLB lipase inhibitors, primary screen, biochemical, fluorescence, HTS | inhibition, % at 5.17 µM | HEK293T DAGLB membrane lysate, EnzChek fluorogenic substrate | 340,000 tested, 0.059% active | Diacylglycerol lipase-beta (Homo sapiens), Q8NCG7; in the data active = inhibition above about 34%;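 note: 0% = enzyme with vehicle and 100% = wells lacking enzyme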
Target sequence (Q8NCG7 whole entry, looked up): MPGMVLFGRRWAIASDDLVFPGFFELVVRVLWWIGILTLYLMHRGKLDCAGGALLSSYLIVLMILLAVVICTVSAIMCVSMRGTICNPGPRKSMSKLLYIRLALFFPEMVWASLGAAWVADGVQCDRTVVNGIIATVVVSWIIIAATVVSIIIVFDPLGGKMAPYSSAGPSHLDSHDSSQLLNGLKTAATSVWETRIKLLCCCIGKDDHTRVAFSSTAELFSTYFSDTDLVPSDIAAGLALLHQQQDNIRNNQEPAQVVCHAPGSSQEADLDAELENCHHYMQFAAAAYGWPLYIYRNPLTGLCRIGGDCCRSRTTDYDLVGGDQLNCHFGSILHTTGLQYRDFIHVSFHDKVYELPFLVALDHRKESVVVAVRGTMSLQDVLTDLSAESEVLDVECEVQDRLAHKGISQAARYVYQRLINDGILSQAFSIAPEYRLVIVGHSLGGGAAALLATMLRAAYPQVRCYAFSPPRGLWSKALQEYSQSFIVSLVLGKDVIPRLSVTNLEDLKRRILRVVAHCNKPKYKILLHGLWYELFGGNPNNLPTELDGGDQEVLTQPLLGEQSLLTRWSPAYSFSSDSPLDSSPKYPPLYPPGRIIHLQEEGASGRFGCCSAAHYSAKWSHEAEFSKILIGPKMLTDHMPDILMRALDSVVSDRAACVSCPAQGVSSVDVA
Ecoli viability: E. coli V3065 growth inhibition, primary screen, counter-screen for AddAB inhibitor project, absorbance, OD600. 18 h. inhibition, % at 11.9 µM. 330,000 tested, 0.27% active;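 active = inhibition above the campaign's mean inhibition across all tested compounds plus 3 SD, cut at about 9.9% in these data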;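 note: uninfected addAB+ strain grown without phage in ampicillin broth; 0% = DMSO wells and 100% = ciprofloxacin 0.95 µg/ml wells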
PfHsp90 yeast 2: growth inhibition of PfHsp90-expressing yeast, primary screen, antimalarial PfHsp90 inhibitor project, S. cerevisiae, BacTiter-Glo luminescence, single point, set 2. BacTiter-Glo ATP, 48 h; yeast lacking PDR1 and PDR3 efflux regulators. inhibition, % at 9.4 µM. 310,000 tested, 0.32% active. AID 504621, 2011;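 active = every replicate shows inhibition above about 80%, whatever the replicate mean, limit read from the data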;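 note: 0% = DMSO neutral controls and 100% = 20 µM radicicol positive controls; yeast relying on Plasmodium falciparum Hsp90 in place of its own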
Wnt act: Wnt/beta-catenin pathway activators, primary screen, cell-based, plate reader, single point. 300,000 tested, 1.2% active. activation, % at 9.35 µM. Wnt/beta-catenin reporter cell assay, activator; in the data active = activation above about 30%, passing the limit was not always enough;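 note: 0% = neutral control wells and 100% = positive control wells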
CAL PDZ inh: CAL PDZ peptide-binding inhibitors, primary screen, biochemical, fluorescence polarization, Cer-tagged CAL PDZ, HTS | Golgi-associated PDZ and coiled-coil motif-containing protein (Homo sapiens), Q9HD26 | purified CAL PDZ, TMR-peptide fluorescence polarization, 1 h | inhibition, % at 20 µM | 330,000 tested, 0.02% active | AID 504414, 2011;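 active = highest replicate inhibition of at least 40%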;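 note: plate controls were DMSO neutral control wells for no effect and unlabeled competitor peptide control wells for full effect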
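Control set: unlabelled peptide and DMSO controls / Material: purified CerCALP PDZ construct / Timing: 1 h incubation at room temperature before polarization reading / Doses: 20 µM, one dose / Detection: fluorescence polarization (mP)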
Tat transport: E. coli Tat export inhibitors, primary screen, MC4100, TorA-mCherry reporter, fluorescence, single point | inhibition, % at 10 µM | 340,000 tested, 0.036% active;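 active = mean replicate inhibition at least 50% and at least half of replicates individually reaching 50%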;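 note: exported cargo escapes ClpAP degradation while cytoplasmic cargo is degraded and loses fluorescence; 0% = median of neutral control wells and 100% = median of NaSCN control wells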
Rtt109 HAT inh: inhibitors of C. albicans Rtt109/Vps75 HAT, primary screen, biochemical, ThioGlo CoA-SH fluorescence, plate reader | Histone acetyltransferase RTT109 (Candida albicans (strain SC5314 / ATCC MYA-2876)), … | purified Rtt109/Vps75, 4 h | inhibition, % at 34.9 µM | 330,000 tested, 0.16% active | AID 540336, 2011;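 active = inhibition of at least 50% in every replicate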
Target sequence (Q5AAJ8 whole entry, looked up): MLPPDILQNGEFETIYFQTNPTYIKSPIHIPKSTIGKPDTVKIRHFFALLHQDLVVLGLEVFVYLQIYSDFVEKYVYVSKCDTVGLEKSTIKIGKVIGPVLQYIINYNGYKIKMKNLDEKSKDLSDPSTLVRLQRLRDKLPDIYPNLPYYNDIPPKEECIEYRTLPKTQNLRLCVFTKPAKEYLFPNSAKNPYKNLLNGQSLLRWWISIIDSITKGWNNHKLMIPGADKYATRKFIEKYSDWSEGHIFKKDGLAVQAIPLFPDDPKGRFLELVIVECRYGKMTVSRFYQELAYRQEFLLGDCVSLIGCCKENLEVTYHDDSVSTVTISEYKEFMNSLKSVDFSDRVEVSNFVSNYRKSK
AddAB inh: growth inhibition of E. coli expressing H. pylori AddAB, primary screen, AddAB inhibitor project, absorbance | 330,000 tested, 0.29% active | inhibition, % at 11.9 µM; in the data active = inhibition above about 12%;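 note: 0% = vehicle wells of infected cells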
Active calls of the source: *; / = no result given.

SMILES	PvdQ acylase	phage Ecoli inh	DAGLB inh	Ecoli viability	PfHsp90 yeast 2	Wnt act	CAL PDZ inh	Tat transport	Rtt109 HAT inh	AddAB inh
CCOC(=O)C1CCC/C1=N\NC(=O)CN(c1cc(OC)ccc1OC)S(=O)(=O)c1ccccc1 (stereo not drawn)	-18	1.8	-1	-1.1	8	0	-3.5	0	-6	2.1
O=C(CSc1nnc(-c2cccnc2)n1Cc1ccco1)c1ccccc1	-22	1.4	-1	-0.1	6	/	-2.1	-4	-13	3.2
O=C1Nc2ccccc2C1=Nc1ccc(Cl)cc1	-11	1.6	-2	/	-3	0	/	5	-3	/
Cc1ccc(C(=O)Nc2ccc(F)cc2F)o1	-8	1.1	1	-0.5	-2	7	-0.4	8	-5	2.4
Cc1ccc(C)c(SCC(=O)NC2CCS(=O)(=O)C2)c1 (stereo not drawn)	-16	2.1	0	/	/	-2	0.0	-11	-16	/
Cn1nc(-c2ccc(Cl)cc2)c2cc(C(=O)N3CCN(c4ccccc4)CC3)sc21	-3	-0.5	-7	-1.1	-5	-5	-0.7	2	-9	2.3
O=C(NCCCN1CCOCC1)C(C(=O)c1ccccc1)n1ccccc1=O (stereo not drawn)	-6	0.8	-1	-1.4	/	/	-1.0	-1	-27	1.1
COc1cccc(C(=O)NCCS(=O)(=O)NCc2ccc3c(c2)OCO3)c1	9	7.2	-2	2.3	/	4	-2.2	-4	5	3.2
Cc1ccc(-c2ccc(=O)[nH]n2)cc1	-7	2.7	-2	0.8	/	/	-1.6	3	0	1.8
CC(C)N(C)C1CCN(C(=O)Nc2ccc(Cl)cc2)CC1	-8	2.2	-1	-0.2	-1	/	0.1	1	-4	0.8
COC(=O)[C@]12C(=O)C(C)=C(O)[C@@]1(C)C(C)=CC1[C@@]34CC[C@@H](OC(C)=O)C(C)(C)C3C(C[C@]12C)OC4=O (stereo partly drawn)	-2	1.1	-1	0.5	-11	-1	0.2	10	2	4.2
CSc1ccccc1C(=O)Nc1ncn[nH]1	-13	-0.4	0	2.8	11	1	0.0	-4	6	3.6
CC(=O)c1c(C)[nH]c(C(=O)COc2ccc3ccc(=O)oc3c2)c1C	4	4.6	-2	0.3	-7	-3	-4.1	-15	-13	0.3
O=C1c2ccccc2CCC12N=NCC2c1ccccc1 (stereo not drawn)	11	2.0	-3	0.0	-22	16	-0.9	1	-4	1.0
O=C(CSc1nnc2scc(-c3ccccc3)n12)c1ccc2c(c1)OCCO2	-10	3.0	-2	-2.4	-19	0	-1.0	-1	-4	4.3
c1ccc(SSc2ccccc2)cc1	-4	3.9	3	0.3	11	-2	-0.2	-2	0	-4.3
COc1ccc(CCNc2ccc(N3C(=O)CC(C)C3=O)cc2[N+](=O)[O-])cc1 (stereo not drawn)	4	2.1	5	4.2	6	-3	-2.3	5	30	0.9
Cc1ccc(CCNC(=O)C2CCCN(S(=O)(=O)c3c(C)noc3/C=C/N(C)C)C2)cc1 (stereo not drawn)	-2	2.1	9	-0.7	-7	-1	-1.0	7	-9	-0.6
CCOc1ccccc1-c1nc(CN2CCN(C(=O)c3ccco3)CC2)c(C)o1	-4	2.6	-2	-1.1	12	0	-0.3	-4	-7	-1.0
Cc1ccc(C(C(=O)NC2CCCC2)N(Cc2ccc3c(c2)OCO3)C(=O)c2snc(C(N)=O)c2N)cc1 (stereo not drawn)	-10	-1.4	4	0.2	-8	-2	-1.6	4	-6	-1.7

Single records (already shown). Order of values: PvdQ acylase | phage Ecoli inh | DAGLB inh | Ecoli viability | PfHsp90 yeast 2 | Wnt act | CAL PDZ inh | Tat transport | Rtt109 HAT inh | AddAB inh
Profile of CC(C)N(C)C1CCN(C(=O)Nc2ccc(Cl)cc2)CC1 : -8 | 2.2 | -1 | -0.2 | -1 | / | 0.1 | 1 | -4 | 0.8
Profile of O=C1Nc2ccccc2C1=Nc1ccc(Cl)cc1 : -11 | 1.6 | -2 | / | -3 | 0 | / | 5 | -3 | /
Profile of Cc1ccc(C(C(=O)NC2CCCC2)N(Cc2ccc3c(c2)OCO3)C(=O)c2snc(C(N)=O)c2N)cc1 (stereo not drawn) : -10 | -1.4 | 4 | 0.2 | -8 | -2 | -1.6 | 4 | -6 | -1.7
Profile of COc1cccc(C(=O)NCCS(=O)(=O)NCc2ccc3c(c2)OCO3)c1 : 9 | 7.2 | -2 | 2.3 | / | 4 | -2.2 | -4 | 5 | 3.2

Carrying on:
SMILES	PvdQ acylase	phage Ecoli inh	DAGLB inh	Ecoli viability	PfHsp90 yeast 2	Wnt act	CAL PDZ inh	Tat transport	Rtt109 HAT inh	AddAB inh
C[C@H](CO)N1C[C@H](C)[C@@H](CN(C)S(=O)(=O)c2ccccc2)Oc2ccc(NS(=O)(=O)c3cccs3)cc2C1=O	-11	1.8	-1	-2.4	5	-4	-1.0	2	-11	1.2
COCCNC(=O)CN1CCC(NC(=O)c2ccco2)CC1	-1	3.4	3	1.6	-11	2	-0.4	-4	/	1.1
Cc1cc(C)n2nc(C(=O)N/N=C/c3ccccc3C)nc2n1	-3	0.9	/	0.5	-7	3	1.8	0	2	5.9
COc1ccc(NC(=O)CCNS(=O)(=O)c2cc(Br)cnc2N)c(OC)c1	-1	2.0	0	0.2	3	-1	-2.8	4	-11	-0.4
Cc1cccc(C)c1NC(=O)COC(=O)Cc1ccsc1	1	4.7	-1	2.0	-1	-10	-2.3	9	14	2.8
Cc1sc2nc3ccc(N4CCCC4)nn3c(=O)c2c1C	-1	0.7	2	0.6	17	5	-0.3	5	0	1.0
CSc1ccccc1NC(=O)CN1c2ccccc2CC1C (stereo not drawn)	0	1.2	-5	-0.4	-18	0	0.0	9	3	0.8
COc1ccc(NC2CCCN(C(=O)CCCn3cncn3)C2)cc1OC (stereo not drawn)	-10	4.3	2	-0.1	26	0	-0.5	-12	1	0.1
O=C(CC1Oc2ccccc2NC1=O)NC1CC1 (stereo not drawn)	-7	-0.5	2	-0.6	16	-2	0.2	2	-13	3.3
Cc1c(CC(=O)N[C@@H](C)C(=O)O)c(=O)oc2cc3oc4c(c3cc12)CCCC4	-15	1.0	1	-1.7	-7	-1	-3.8	-8	-15	1.1
CCCc1nc(Nc2nc3ccccc3o2)nc(C)c1C(=O)OCC	12	-0.9	-1	-0.2	-2	/	-0.5	-2	19	-1.9
Cc1cccc(N2CC(c3nc4ccccc4[nH]3)CC2=O)c1 (stereo not drawn)	-8	3.9	-1	1.3	6	-1	-1.7	5	-21	4.6
O=C(N=C1c2ccccc2CN1c1ccccc1)c1cccc([N+](=O)[O-])c1	-10	-0.6	-4	1.0	-17	/	-0.7	-6	-26	4.5
C[C@H](CO)N1C[C@H](C)[C@@H](CN(C)Cc2ccc(Cl)c(Cl)c2)Oc2c(NC(=O)c3ccncc3)cccc2C1=O	-10	1.5	2	-2.2	7	-4	0.2	5	-27	0.1
Cc1ccc(C)c(-c2cc(C(=O)NCc3cccs3)c3ccccc3n2)c1	7	1.5	-8	-2.6	3	0	-2.1	7	6	1.4
Cn1c(C(=O)N[C@@H](Cc2ccccc2)C(=O)NCCC(=O)O)cc2cc(Cl)ccc21	14	1.8	1	/	-6	-5	-3.1	-7	21	/
Cc1cccc(N2C(=O)N3[C@@H]4c5ccccc5OC[C@@H]4[C@@H](c4ccccc4)[C@@]3(C)C2=O)c1	11	4.8	-11	-0.5	11	-3	-0.4	2	4	3.3
CS(=O)(=O)N1CCC(C(=O)Nc2ccccc2Br)CC1	-3	0.1	-5	1.3	-17	0	0.6	-3	1	0.7
COc1ccc(CN(CC(=O)NC2CCCC2)C(=O)CCC(=O)Nc2cc(C)on2)cc1	7	4.6	0	0.1	9	/	0.7	-7	-19	-0.5
CSc1cc(CS(=O)(=O)c2ccccc2)nc(-c2ccccc2)n1	-8	1.7	-6	2.0	-6	1	-1.0	-2	3	1.4
Cc1cc(=O)n2[nH]c(Nc3cccc(Cl)c3)nc2n1	-22	3.0	1	0.3	2	0	-1.0	11	1	5.3
O=C1NC2(CCCC2)N=C1c1ccc(Cl)cc1	-7	3.4	0	-1.0	7	0	-1.2	2	4	-0.9
CC(=O)Nc1ccc(S(=O)(=O)NCCc2ccc(S(N)(=O)=O)cc2)cc1	-2	3.6	-2	-2.3	/	/	-1.5	-18	8	0.6
COc1ccc(NC(=S)NC(=O)Cc2ccccc2)c(OC)c1	3	2.1	-3	0.4	-7	1	-1.0	0	-1	-1.2
O=C(O)CSc1nnc(-c2ccco2)o1	-11	2.9	-1	-3.1	11	-5	-0.4	-19	-12	-4.1
COc1cc2c(C(=O)N3CCN(c4cccc(Cl)c4)CC3)cn(CC(C)C)c(=O)c2cc1OC	-7	0.2	2	-1.3	-14	-2	-2.6	14	/	0.5
O=C(NNc1nc2c(F)cccc2s1)c1cc(=O)c2ccccc2o1	-4	2.8	17	-3.9	-48	8	0.3	6	-2	-0.1
N#CCCN1CCNCC1	-5	2.9	2	-2.2	-7	-3	0.0	-2	9	-3.0
Clc1ccc(CSc2ccc(-c3ccco3)nn2)cc1	-18	0.9	-2	0.7	-21	13	-0.6	12	0	0.7
CN(C(=O)c1ccc(NC(=O)Cc2ccc(NC(=O)C3CCCN(C(=O)CCc4ccccc4)C3)cc2)cc1)C1CC1 (stereo not drawn)	-7	0.5	-2	-1.1	-17	-9	-0.8	4	14	-0.6
OC(CN1C2=NCCN2c2ccccc21)c1ccc(Br)cc1 (stereo not drawn)	-14	1.5	0	-0.6	0	/	-5.5	2	1	1.9
CC(=O)OCC1OC(Sc2cccc3cccnc23)C(OC(C)=O)C(OC(C)=O)C1OC(C)=O (stereo not drawn)	-21	-1.1	-2	0.6	4	-3	1.3	4	-1	1.9
Cc1cc2cc(CCNC(=O)CCc3ccccc3)c(=O)[nH]c2cc1C	-5	0.5	1	-0.1	11	-2	-1.3	4	6	-3.9
CCOc1cc2[nH]c(=S)n(CCc3ccc(OC)c(OC)c3)c(=O)c2cc1OCC	-12	1.6	-1	-2.4	7	/	-0.6	-9	7	0.7
O=C(NC(=S)N1CCCCC1)c1cccnc1	-12	3.5	2	0.8	/	0	-1.3	-6	0	4.6
COc1cccc(/C=N/NC(=O)Cn2cnc3c2c(=O)n(C)c(=O)n3C)c1	/	3.4	/	0.6	/	-1	/	/	/	1.5
O=C(CSc1ccc2nnc(-c3cccs3)n2n1)N1CCOCC1	3	2.7	2	/	21	-3	-0.8	0	4	/
COc1cccc(C2=CC(=O)CCC2)c1	-2	-1.1	-6	-1.4	-10	-2	-0.1	-2	1	3.9
Cc1ccc(S(=O)(=O)N2CCN(C(=O)COC(=O)CNC(=O)c3ccc(Cl)cc3Cl)CC2)c(C)c1	2	4.5	-2	/	7	4	-1.9	-3	19	/
CC1CC(=O)Nc2cc([N+](=O)[O-])ccc2N1 (stereo not drawn)	-3	2.1	1	-0.6	-28	-3	-1.4	7	-2	0.5
CCC(C)C(=O)NCCc1ccc(S(N)(=O)=O)cc1 (stereo not drawn)	-9	2.2	3	1.2	-27	/	-3.1	-1	-1	3.5
Oc1cc(Nc2cccnc2)cc2cccnc12	-6	2.4	9	3.1	4	3	0.5	1	12	4.5
